High-throughput results: PubChem, Broad Institute
Pf Dd2 growth – inhibitors of Plasmodium falciparum Dd2 growth | P. falciparum Dd2 growth, SYBR Green, 72 h; active compounds read low | activity change, % at 10 µM | 94,000 tested, 2.3% active | AID 1159554; in the data active = activity change below about -80%; inconclusive = no clear call, values can overlap the other calls
T cruzi growth – inhibitors of T. cruzi proliferation | 77,000 tested, 5.9% active | T. cruzi beta-gal in NIH3T3, GalScreen luminescence, 90 h | inhibition, % at 8.34 µM;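 active = mean inhibition above about 93%, with at least 55% of replicates each passing it, limit read from the data, passing the limit was not always enough; inconclusive = only one of those two conditions holds; inactive = neither condition holds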
GASC1 inh – inhibitors of human demethylase GASC-1 KDM4C | GST-KDM4C 2-372, H3K9me3 peptide, LANCE TR-FRET | AID 720574 | inhibition, % at 12.5 µM | Q9H3R0 | 96,000 tested, 0.15% active;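 active = mean replicate inhibition above about 25%, with at least 55% of replicates also reaching it, limit read from the data, passing the limit was not always enough; inconclusive = only one of those two conditions met; inactive = neither condition met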
Target sequence (Q9H3R0 2-372 limits assumed): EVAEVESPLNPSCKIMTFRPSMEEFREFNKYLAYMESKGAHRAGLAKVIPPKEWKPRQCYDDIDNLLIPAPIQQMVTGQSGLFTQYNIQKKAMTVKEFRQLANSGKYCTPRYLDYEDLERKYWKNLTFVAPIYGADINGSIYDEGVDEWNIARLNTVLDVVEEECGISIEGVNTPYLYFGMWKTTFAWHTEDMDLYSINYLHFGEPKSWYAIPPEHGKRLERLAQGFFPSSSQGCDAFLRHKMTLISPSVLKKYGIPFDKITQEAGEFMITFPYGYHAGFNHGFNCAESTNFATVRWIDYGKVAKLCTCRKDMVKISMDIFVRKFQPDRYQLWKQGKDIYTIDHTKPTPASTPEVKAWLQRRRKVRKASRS
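System: N-terminal GST-fused human GASC-1 (KDM4C) fragment, residues 2-372 / Amount: 10 nM GST-KDM4C in enzyme reaction / Also added: H3K9me3 peptide with Fe(II)/2OG / Times: 30 min demethylation and 1 h detection at room temperature / Signal: LANCE TR-FRET / Read-out basis: Fall in 671/618 emission ratio as inhibition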
C diff HTS – inhibitors of Clostridium difficile growth. Clostridium difficile clinical isolate growth, OD600, 24 h; active compounds read low. growth activity, negative = inhibition, % at 16 µg/mL (by protocol). 86,000 tested, 0.25% active;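 active = mean growth activity at or below -80% and every replicate also at or below -80%; inconclusive = mean at or below -80% but some replicate above -80%; inactive = mean growth activity above -80%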;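 note: 0% = DMSO wells and -100% = levofloxacin 16 µg/mL wells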
Active calls of the source: *; ? = inconclusive; · = no result given; & = joins results of further samples.

[1] C[C@H](CO)N1C[C@H](C)[C@H](CN(C)C(=O)Nc2ccc3c(c2)OCO3)OCCCC[C@H](C)Oc2ccc(NS(=O)(=O)c3ccc(F)cc3)cc2C1=O
[2] C[C@@H]1CN([C@H](C)CO)C(=O)c2cc(NS(=O)(=O)c3ccc(Cl)cc3)ccc2O[C@H]1CN(C)CC1CC1
[3] O=C(Nc1cc(F)ccc1F)N1CCCCN2[C@@H](CO)[C@@H](c3ccc(-c4ccncc4)cc3)[C@@H]2C1
[4] C[C@H](CO)N1C[C@H](C)[C@@H](CN(C)Cc2ccncc2)Oc2ccc(NC(=O)c3ccncc3)cc2CC1=O
[5] CCCNC(=O)Nc1ccc2c(c1)C(=O)N(C)[C@@H]1CC[C@H](CC(=O)NC)O[C@@H]1CO2
[6] CCS(=O)(=O)N1CC2(C1)[C@H](c1ccccc1)[C@H](CO)N2C(=O)C1CCC1
[7] CCS(=O)(=O)Nc1ccc2c(c1)C(=O)N(C)[C@H]1CC[C@H](CC(=O)N[C@@H]3CCN(Cc4ccccc4)C3)O[C@H]1CO2
[8] Cn1cnc(S(=O)(=O)N2C[C@H](O)COC[C@H]3O[C@H](CC(=O)NCc4ccc(F)cc4)CC[C@@H]32)c1
assay / compound,1,2,3,4,5,6,7,8
Pf Dd2 growth,-11.8,10.7,-55.8,17.3,-4.9,31.7,·,4.6
T cruzi growth,52.5,-19.1,80.7,9.6,8.1,·,71.7,-3.4
GASC1 inh,-1.0,1.0,-1.2,-1.1,-0.4,-1.1,2.7,0.3
C diff HTS,-1.6,2.9,20.1,3.8,-0.5,-2.4,5.5,·

[9] Cc1noc(C)c1NC(=O)Nc1ccc2c(c1)C(=O)N([C@@H](C)CO)C[C@@H](C)[C@H](CN(C)S(=O)(=O)c1c(C)noc1C)OCCCC[C@@H](C)O2
[10] C[C@H]1CN([C@@H](C)CO)S(=O)(=O)c2ccc(C#Cc3ccccc3)cc2O[C@H]1CN(C)C(=O)Cc1ccccn1
[11] C[C@@H]1CN([C@@H](C)CO)C(=O)c2cc(NC(=O)CCCN(C)C)ccc2O[C@@H](C)CCCCO[C@H]1CN(C)C(=O)Nc1ccc2c(c1)OCO2
[12] COc1ccc(-c2ccc3c(c2)[C@H]2[C@H](CCN2C(=O)C2CC2)[C@H](CO)N3C)cc1
[13] O=C(Nc1ccc2c(c1)OCO2)N[C@H]1CC[C@H](CC(=O)N2CCN(c3ccccc3)CC2)O[C@H]1CO
[14] CCNC(=O)Nc1ccc2c(c1)C(=O)N(C)[C@@H]1CC[C@H](CC(=O)NC3CCCCC3)O[C@H]1CO2
[15] C[C@H](CO)N1C[C@H](C)[C@@H](CN(C)Cc2ccc(Cl)c(Cl)c2)Oc2c(NS(=O)(=O)c3cn(C)cn3)cccc2C1=O
[16] CNC[C@H]1OCCCC[C@@H](C)Oc2ccc(N)cc2C(=O)N([C@H](C)CO)C[C@@H]1C
assay / compound,9,10,11,12,13,14,15,16
Pf Dd2 growth,-31.9,-85.8*,-32.7,-5.0,17.8,12.9,-0.4,18.9
T cruzi growth,-30.9,69.1,38.1,90.5,19.5,36.0,21.2,85.0
GASC1 inh,7.3,0.7,3.5,11.5,5.3,0.1,-0.8,2.9
C diff HTS,-4.6,-2.9,3.0,10.6,-3.4,-5.2,-19.4,0.0

[17] O=C1CNC[C@@H]2[C@H](c3ccc(C#Cc4cccnc4)cc3)[C@@H](CO)N12
[18] C[C@@H]1CN([C@H](C)CO)C(=O)c2cc(NC(=O)CCCN(C)C)ccc2O[C@H]1CN(C)S(C)(=O)=O
[19] COc1ccccc1C(=O)Nc1ccc2c(c1)C(=O)N(C)[C@H]1CC[C@H](CC(=O)NCc3ccc(Cl)c(Cl)c3)O[C@@H]1CO2
[20] CCCC#Cc1cnc2c(c1)C(=O)N([C@H](C)CO)C[C@@H](C)[C@H](CN(C)C(=O)C1CCC1)O2
[21] O=C(Nc1cc(F)ccc1F)N1CC(=O)N2[C@H](CO)[C@@H](c3ccc(-c4ccccc4)cc3)[C@H]2C1
[22] Cc1noc(C)c1C(=O)N(C)C[C@H]1OCc2ccccc2-c2c(n(C)c3ccccc23)C(=O)N([C@@H](C)CO)C[C@H]1C
[23] OC[C@H]1[C@H](c2ccc(-c3cccnc3)cc2)[C@@H]2CN(Cc3ccccn3)CCCCN12
[24] CCC(=O)Nc1ccc2c(c1)C(=O)N(C)[C@@H]1CC[C@H](CC(=O)NCC3CCCCC3)O[C@H]1CO2
assay / compound,17,18,19,20,21,22,23,24
Pf Dd2 growth,0.1,-4.5,-60.1,-19.4,6.4,-4.9,-12.8,-2.2
T cruzi growth,·,25.2,82.7,29.2,·,11.9,?,86.1
GASC1 inh,-0.6,2.1,1.8,-2.5,-1.6,1.4,0.6,-2.3
C diff HTS,15.4,-1.2,20.6,-1.3,-6.7,-4.4,3.9,-6.3

[25] CCCc1cn(CC[C@@H]2CC[C@H](NC(=O)C3CCCC3)[C@H](CO)O2)nn1
[26] Cc1ccc(S(=O)(=O)N(C)C[C@@H]2Oc3c(NC(=O)C4CC4)cccc3C(=O)N([C@H](C)CO)C[C@@H]2C)cc1
[27] COc1ccc(NC(=O)N(C)C[C@H]2OCCCC[C@@H](C)Oc3ccc(NC(=O)CCC(F)(F)F)cc3C(=O)N([C@@H](C)CO)C[C@@H]2C)cc1
[28] COc1cccc(-c2cnc3c(c2)C(=O)N([C@H](C)CO)C[C@H](C)[C@H](CN(C)C(=O)Nc2ccc4c(c2)OCO4)O3)c1
[29] C[C@H]1CN([C@@H](C)CO)C(=O)c2cccc(NS(=O)(=O)c3ccc(F)cc3)c2O[C@@H]1CN(C)Cc1ccc(Oc2ccccc2)cc1
[30] CN1CCN(C(=O)C[C@@H]2CC[C@@H]3[C@H](COC[C@@H](O)CN3Cc3cccc(-c4ccncc4)c3)O2)CC1
[31] COc1ccc(CN(C)C[C@H]2OCCCC[C@@H](C)Oc3ccc(NC(=O)Nc4c(C)noc4C)cc3C(=O)N([C@H](C)CO)C[C@H]2C)cc1
[32] O=C(NC1Cc2ccccc2C1)[C@H]1[C@H](CO)[C@H]2Cn3c(cccc3=O)[C@H]2N1C(=O)c1ccccn1
assay / compound,25,26,27,28,29,30,31,32
Pf Dd2 growth,-7.6,-3.1,-13.1,-29.6,-53.4,-14.0,-47.0,0.9
T cruzi growth,·,-217.8,28.2,19.0,65.0,20.3,10.1,-6.4
GASC1 inh,0.0,-0.1,0.4,0.4,-0.1,0.1,0.5,-0.1
C diff HTS,-2.9,3.1,-1.0,-6.5,·,·,-4.9,-2.0

[33] O=C(C[C@@H]1C[C@@H]2c3cc(NC(=O)CC4CC4)ccc3O[C@@H]2[C@H](CO)O1)NCCN1CCCCC1
[34] C[C@@H]1CN([C@@H](C)CO)C(=O)Cc2cc(NC(=O)Cc3ccccc3)ccc2O[C@H]1CN(C)C(=O)NC1CCCCC1
[35] Cc1noc(C)c1NC(=O)N(C)C[C@H]1OCCCC[C@@H](C)Oc2ccc(NC(=O)CCC(F)(F)F)cc2C(=O)N([C@@H](C)CO)C[C@H]1C
[36] C[C@H]1CN([C@@H](C)CO)C(=O)c2cccc(NC(=O)Nc3ccc(C(F)(F)F)cc3)c2O[C@H]1CN(C)C(=O)Nc1ccc2c(c1)OCO2
[37] CN1CCCCN2[C@H](CO)[C@H](c3ccc(C#CC4(O)CCCC4)cc3)[C@H]2C1
[38] CC(C)NC(=O)N(C)C[C@@H]1Oc2ccc(NC(=O)c3ccncc3)cc2C(=O)N([C@H](C)CO)C[C@H]1C
[39] O=C(C[C@@H]1CC[C@H]2[C@@H](COC[C@@H](O)CN2C(=O)c2ccc(F)cc2)O1)NC1Cc2ccccc2C1
[40] C[C@@H]1CN([C@H](C)CO)C(=O)c2cccc(NS(=O)(=O)c3ccc(F)cc3)c2O[C@H]1CN(C)C(=O)Nc1ccccc1
assay / compound,33,34,35,36,37,38,39,40
Pf Dd2 growth,-0.3,-9.9,6.4,-29.2,11.1,6.7,8.8,6.1
T cruzi growth,-122.9,20.7,25.0,44.3,51.5,22.2,4.8,15.3
GASC1 inh,1.7,-1.1,0.0,-0.5,3.7,3.8,0.2,-3.6
C diff HTS,-0.5,-6.9,3.1,8.6,2.3,-3.0,-2.8&-5.5,0.7

[41] C[C@H](O)C#Cc1ccc2c(c1)O[C@H](CN(C)Cc1cccnc1)[C@@H](C)CN([C@H](C)CO)S2(=O)=O
[42] O=C(C[C@H]1C[C@H]2c3cc(NC(=O)C4CCOCC4)ccc3O[C@H]2[C@@H](CO)O1)NC1CCCCC1
[43] CC(C)NC(=O)N(C)C[C@@H]1Oc2ccc(NC(=O)C3CCCCC3)cc2C(=O)N([C@H](C)CO)C[C@H]1C
[44] C[C@H](CO)N1C[C@H](C)[C@H](CN(C)Cc2cccc(O)c2)OCc2cn(nn2)CCCC1=O
[45] CC(C)NC(=O)N(C)C[C@@H]1Oc2ccc(NC(=O)Nc3ccc(F)cc3)cc2CC(=O)N([C@H](C)CO)C[C@H]1C
[46] COCC(=O)N1CC[C@@H]2[C@H](CO)Nc3ccc(C#Cc4ccccc4)cc3[C@@H]21
[47] CO[C@@H]1CN(C)C(=O)c2cc(NC(=O)CC(F)(F)F)ccc2OC[C@H](C)N(C(C)=O)C[C@@H]1C
[48] C[C@@H]1CN([C@@H](C)CO)C(=O)CCCn2cc(nn2)CO[C@H]1CN(C)C(=O)Nc1ccc(N2CCCCC2)cc1
assay / compound,41,42,43,44,45,46,47,48
Pf Dd2 growth,-13.3,33.3,19.3,0.9,21.1,-10.5,17.2,-4.0
T cruzi growth,34.8,7.9,-8.6,?,0.0,35.0,·,22.5
GASC1 inh,·,-1.9,-1.7,0.3,10.6,-0.4,-0.1,1.2
C diff HTS,-3.9,-1.1,-1.9,2.1,-7.9,-6.4,-4.2,·

3 compounds out of the list above, sorted by the value under Pf Dd2 growth, rising:
| no. | SMILES | Pf Dd2 growth |
| --- | --- | --- |
| 48 | C[C@@H]1CN([C@@H](C)CO)C(=O)CCCn2cc(nn2)CO[C@H]1CN(C)C(=O)Nc1ccc(N2CCCCC2)cc1 | -4.0 |
| 47 | CO[C@@H]1CN(C)C(=O)c2cc(NC(=O)CC(F)(F)F)ccc2OC[C@H](C)N(C(C)=O)C[C@@H]1C | 17.2 |
| 45 | CC(C)NC(=O)N(C)C[C@@H]1Oc2ccc(NC(=O)Nc3ccc(F)cc3)cc2CC(=O)N([C@H](C)CO)C[C@H]1C | 21.1 |

(list continues)
[49] COc1ccccc1NC(=O)N(C)C[C@H]1Oc2ncc(C#CCN(C)C)cc2C(=O)N([C@H](C)CO)C[C@@H]1C
[50] O=C(C[C@H]1CC[C@H]2[C@@H](COC[C@@H](O)CN2Cc2cc(F)ccc2F)O1)NCc1ccc(Cl)cc1
[51] C[C@@H](O)C#Cc1ccc2c(c1)O[C@H](CN(C)C(=O)c1ccccc1)[C@@H](C)CN([C@@H](C)CO)S2(=O)=O
[52] COc1ccc(S(=O)(=O)Nc2ccc3c(c2)C(=O)N([C@@H](C)CO)C[C@@H](C)[C@H](CN(C)C(=O)CCC(F)(F)F)OCCCC[C@@H](C)O3)cc1
[53] COC(=O)C[C@H]1CC[C@@H]2[C@H](COC[C@H](O)CN2CCC(F)(F)F)O1
assay / compound,49,50,51,52,53
Pf Dd2 growth,-0.1,-12.3,-34.6,8.5,·
T cruzi growth,-3.2,56.4,12.9,-54.0,33.1
GASC1 inh,2.9,-0.2,20.8,-1.1,-0.7
C diff HTS,-1.7,14.4&5.2,5.4,-5.0,-4.0&-4.5

Of the compounds above, 7 have an aryl methoxy group:
[12] COc1ccc(-c2ccc3c(c2)[C@H]2[C@H](CCN2C(=O)C2CC2)[C@H](CO)N3C)cc1
[19] COc1ccccc1C(=O)Nc1ccc2c(c1)C(=O)N(C)[C@H]1CC[C@H](CC(=O)NCc3ccc(Cl)c(Cl)c3)O[C@@H]1CO2
[27] COc1ccc(NC(=O)N(C)C[C@H]2OCCCC[C@@H](C)Oc3ccc(NC(=O)CCC(F)(F)F)cc3C(=O)N([C@@H](C)CO)C[C@@H]2C)cc1
[28] COc1cccc(-c2cnc3c(c2)C(=O)N([C@H](C)CO)C[C@H](C)[C@H](CN(C)C(=O)Nc2ccc4c(c2)OCO4)O3)c1
[31] COc1ccc(CN(C)C[C@H]2OCCCC[C@@H](C)Oc3ccc(NC(=O)Nc4c(C)noc4C)cc3C(=O)N([C@H](C)CO)C[C@H]2C)cc1
[49] COc1ccccc1NC(=O)N(C)C[C@H]1Oc2ncc(C#CCN(C)C)cc2C(=O)N([C@H](C)CO)C[C@@H]1C
[52] COc1ccc(S(=O)(=O)Nc2ccc3c(c2)C(=O)N([C@@H](C)CO)C[C@@H](C)[C@H](CN(C)C(=O)CCC(F)(F)F)OCCCC[C@@H](C)O3)cc1
assay / compound,12,19,27,28,31,49,52
Pf Dd2 growth,-5.0,-60.1,-13.1,-29.6,-47.0,-0.1,8.5
T cruzi growth,90.5,82.7,28.2,19.0,10.1,-3.2,-54.0
GASC1 inh,11.5,1.8,0.4,0.4,0.5,2.9,-1.1
C diff HTS,10.6,20.6,-1.0,-6.5,-4.9,-1.7,-5.0
